LDHA inh: blocks human lactate dehydrogenase A. P00338. purified LDHA, NADH/diaphorase-resazurin fluorescence; active compounds read low. hit rate 0.15% among 480,000. activity change, % (values are at about 110 or 230 µM); in the data active means activity change below about -30%; inconclusive means mostly about -25% to -30%;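 further: plate controls were DMSO wells for no effect and wells without enzyme for full effect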
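Remaining NADH was detected by diaphorase (0.133 mg/mL) converting 37 µM resazurin to fluorescent resorufin, read at 0 and 20 minutes. The preceding 5-minute room-temperature reaction used 2 nM LDHA, 0.2 mM sodium pyruvate and 0.06 mM NADH at pH 7.4.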
IDH1 R132H inh: human IDH1 R132H inhibition. O75874. IDH1-R132H enzyme, NADPH consumption, diaphorase/resazurin fluorescence. Potency, µM (top dose mostly 76.6 µM), for inactives: top-dose activity change, negative = inhibition, most hits filed as inhibitors. hit rate 0.093% among 390,000; further: potency means the concentration at half of the fitted maximal effect; on the % scale 0 is the no-effect control and ±100 the full control effect; nearly all actives have a fitted effect of over 65% in size
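IDH1-R132H (0.5 ug/mL dispensed) in pH 7.5 Tris buffer was preincubated 30 min with compound, then given a substrate mix of 0.016 mM NADPH and 2 mM alpha-KG for 80 min at room temperature; remaining NADPH was read by diaphorase/resazurin fluorescence.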
Vif-A3G inh: Vif-A3G binding inhibition | HeLa A3G-eYFP + Vif (tagged APOBEC3G with the HIV-1 protein that degrades it), YFP fluorescence, overnight | Q9HC16 | Potency, µM (titrated, usually from 46.1 µM), for the others: at the highest dose activity, negative = active, usual class: inhibitors | hit rate 0.076% among 410,000;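 further: potency means the concentration at half of the fitted maximal effect; on the % scale 0 is the no-effect control and ±100 the full control effect; nearly all actives have a fitted effect of over 60% in size; hits raise eYFP signal because A3G escapes Vif-driven loss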
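HeLa cells stably expressing Vif and C-terminally eYFP-tagged A3G, seeded overnight at 37 deg C, then exposed to compound by pintool overnight at 37 deg C. Rise in yellow fluorescence (Ex 488/Em 500-530, Acumen) marks blocked Vif-driven A3G degradation.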
GRP78 ERSR act: induces the endoplasmic reticulum stress response in human glioma cells; U87-MG GRP78 promoter luciferase reporter, 16 h; AID 602332; hit rate 0.02% among 420,000; Potency, µM, for inactives: top-dose activation, most hits filed as activators; further: potency means the concentration at half of the fitted maximal effect; series mostly up to about 76 µM; % of control where 0% means no effect; nearly all actives have a fitted effect of over 35% in size
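Stably transfected U87-MG human glioma cells carrying a GRP78-based luminescent sensor were seeded at 1000 cells/well, pin-dosed with compounds and incubated 16 h. Luciferase reagent was then added, and end-point luminescence was read after 10 min at room temperature.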
PI4K2A inh: inhibitors of human PI4K2A; activity change, negative = inhibition, % at 76.9 µM; Q9BTU6; purified PI4K2A, ADP-Glo luminescence, 1 h; active compounds read low; hit rate 0.13% among 420,000; AID 1346378; in the data active means activity change below about -50%; inconclusive means mostly about -30% to -49%;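 further: -100% = wells without enzyme as full effect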
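In this quantitative HTS, ADP production by PI4K2A was quantified luminescently after 1 h at ambient temperature; 100 microM adenosine served as plate-quality control.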
TrxR1 substrate: is turned over as a substrate by rat TrxR1. purified TrxR1 substrate turnover, NADPH consumption readout. Potency, µM (highest dose often 114 µM), without a hit: at the top dose activity change, negative = substrate turnover. hit rate 0.01% among 390,000. AID 588456; further: potency means the concentration at half of the fitted maximal effect; on the % scale 0 is the no-effect control and ±100 the full control effect; nearly all actives have a fitted effect of over 50% in size
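Rat TrxR1, dispensed at 90 nM, was prereduced with 400 uM NADPH (final) for 5 min at ~22 deg C, then incubated with compound 15 min before 400 uM selenite. A first-read NADPH fluorescence drop versus no-compound background flagged substrates.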
Vif-A3F inh: blocks the Vif interaction with APOBEC3F; AID 602313; HeLa A3F-eYFP + Vif (tagged APOBEC3F with the HIV-1 protein that degrades it), YFP fluorescence increase; hit rate 0.2% among 390,000; Potency, µM (highest dose often 46.1 µM), without a hit: top-dose activity, negative = active; further: potency means the concentration at half of the fitted maximal effect; % of control where 0% means no effect; nearly all actives have a fitted effect of over 65% in size
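HeLa cells stably expressing A3F-eYFP plus Vif, plated and incubated overnight at 37 deg C, then exposed to compounds overnight at 37 deg C. Blocked degradation read as raised yellow fluorescence (Ex 488/Em 500-530).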
USP1 inh: USP1/UAF1 (human) deubiquitinase inhibition | Potency, µM (series often up to 57.1 µM), for the others: at the highest dose activity change, negative = inhibition, most hits filed as inhibitors | recombinant USP1/UAF1, Ub-Rhodamine cleavage fluorescence | AID 743255 | hit rate 0.23% among 390,000; further: potency means the concentration at half of the fitted maximal effect; on the % scale 0 is the no-effect control and ±100 the full control effect; nearly all actives have a fitted effect of over 60% in size; inactives centre near -12
Target sequence (O94782 whole entry, looked up): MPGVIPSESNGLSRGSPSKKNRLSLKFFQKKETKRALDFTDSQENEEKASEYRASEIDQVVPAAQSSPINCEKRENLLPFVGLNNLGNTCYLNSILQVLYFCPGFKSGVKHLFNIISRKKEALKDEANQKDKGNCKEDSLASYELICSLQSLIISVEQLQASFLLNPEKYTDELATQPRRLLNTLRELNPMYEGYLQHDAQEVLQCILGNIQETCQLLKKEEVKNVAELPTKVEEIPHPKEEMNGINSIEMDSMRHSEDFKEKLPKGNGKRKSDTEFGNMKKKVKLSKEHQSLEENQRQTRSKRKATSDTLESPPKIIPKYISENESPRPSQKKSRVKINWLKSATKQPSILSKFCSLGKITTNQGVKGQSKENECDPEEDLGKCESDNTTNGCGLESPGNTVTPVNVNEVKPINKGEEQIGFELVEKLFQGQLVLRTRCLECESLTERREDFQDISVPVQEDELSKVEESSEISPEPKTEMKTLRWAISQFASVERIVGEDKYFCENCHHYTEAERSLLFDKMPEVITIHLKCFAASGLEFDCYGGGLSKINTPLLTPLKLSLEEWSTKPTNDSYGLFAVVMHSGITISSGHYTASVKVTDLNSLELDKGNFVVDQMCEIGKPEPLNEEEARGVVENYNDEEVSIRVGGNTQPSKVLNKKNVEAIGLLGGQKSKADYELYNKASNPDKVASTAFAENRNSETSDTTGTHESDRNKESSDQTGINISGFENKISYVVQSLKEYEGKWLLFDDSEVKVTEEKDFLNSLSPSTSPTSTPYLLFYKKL
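1 nM enzyme complex + cpd, 15 min RT; start with Ub-Rho 150nM final; kinetic fluorescence ex 480/em 540, 6 reads q60 s. Buffer 50mM HEPES pH 7.8, 0.5mM EDTA, 0.1 mg/ml BSA, 1mM TCEP, 0.01% Tween-20.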
RXFP1 ag: activates the human relaxin receptor RXFP1; HEK293T-RXFP1 cAMP TR-FRET, 30 min; response scale: percent of porcine relaxin response, buffer zero; Q9HBX9; hit rate 0.3% among 370,000; Potency, µM (titrated, usually from 57.5 µM), for inactives: top-dose activation, actives largely listed as activators; further: potency means the concentration at half of the fitted maximal effect; on the % scale 0 is the no-effect control and ±100 the full control effect; nearly all actives have a fitted effect of over 60% in size; many of its hits are not listed in these tables
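cAMP rise read by TR-FRET after 30 min, 37C compound exposure (up to 58 uM) in RXFP1-transfected HEK293 cells with Ro 20174 present. EC50 from Hill-equation fits, with 29 nM porcine relaxin as 100% and buffer as basal.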
Numbers without * were called inactive; ? = inconclusive; / = no result given; & = joins results of further samples; [ ] = dose if it differs, or a comment. Unless noted, the call rests on the fitted dose curve; in most records, active means well fitted curve in the direction sought with a large enough effect; inconclusive means small, poorly fitted or top-dose-only effect, or another doubt; inactive means no such curve, though single readings can be large; an effect the other way counts as inactive or inconclusive. The list is partial; rates above refer to the full screens.

| # | Structure | LDHA inh | IDH1 R132H inh | Vif-A3G inh | GRP78 ERSR act | PI4K2A inh | TrxR1 substrate | Vif-A3F inh | USP1 inh | RXFP1 ag |
| --- | --- | --- | --- | --- | --- | --- | --- | --- | --- | --- |
| 1 | COc1cccc(NC(=O)CN(C)C(=O)c2c(C)nn(CC(C)C)c2Cl)c1 | 0 | 7% | -8% | -1% | 4 | 0% | 6% | -26% | 2.3% |
| 2 | CCOC(=O)c1ccc(NC(=O)Nn2cnnc2)cc1 | -7 | -3% | 4% | 1% | 3 | 0% | 5% | -1% | -2.2% |
| 3 | Cc1sc2ncnc(N3CCC(C(=O)Nc4ccc(C#N)cc4)CC3)c2c1C | -3 | 2% | -3% | -6% | 5 | -7% | -11% | -10% | 8.4% |
| 4 | Cc1cc(C(=O)COC(=O)CCC(=O)c2ccc3c(c2)OCCO3)c(C)n1Cc1ccco1 | 1 | 1% | -5% | -10% | 0 | -7% | 0% | -11% | 2.2% |
| 5 | COCCC(=O)N1CCC(Oc2ccc(C(=O)N(C)C(C)c3ccon3)cc2)CC1 (centres undefined) | -1 | -5% | -2% | 0% | 2 | 5%[57.1 µM] | 1% | -15% | 1.5% |
| 6 | CCCCc1nnc(NC(=O)CCS(=O)(=O)c2ccc(Cl)cc2)s1 | -10 | 9% | -11% | -1% | 3 | 3% | -8% | -7% | 1.7% |
| 7 | OCC1OC(n2cnc3c(NCc4ccco4)ncnc32)C(O)C1O (centres undefined) | -18&-20 | -2% | ? | -5%&-3%&-5% | 5 | 5%[57.1 µM] | 0% | -18% | / |
| 8 | COc1ccc(NS(=O)(=O)c2cc(NC(=O)[C@@H](NC(=O)c3ccccc3)C(C)C)ccc2C)cc1 | 1 | -17% | ? | -1% | -4 | -5% | 3% | -18% | 2.5% |
| 9 | O=C(CCCC(=O)NC1CCCC1)NC1CCCC1 | -8 | -3% | 0% | 4% | 2 | 1% | -9% | -1% | -0.3% |
| 10 | O=S(=O)(c1cccc(Br)c1)N1CCN(CCc2ccccc2)CC1 | 2 | 3% | 3% | -2% | 0 | 1% | 10% | -16% | -1.7% |
| 11 | O=C(NCCCN1CCCCCC1)c1ccc2c(c1)NC(=O)C(N1CCOCC1)S2 (centres undefined) | -4 | 0% | 3% | -5% | -19 | -1% | / | -23% | -1.8% |
| 12 | N#CCCn1c(SCC(=O)NCC2CCCO2)nc2ccccc21 (centres undefined) | -1 | 9% | 1% | -1% | -3 | 4% | / | -16% | 1.9% |
| 13 | O=C(NN=C1CCCC1)c1cccc(Br)c1 | 1 | 5% | 0% | 3% | -3 | -9%[57.1 µM] | 2% | -17% | 2.7% |
| 14 | CCOC(=O)N1CCN(C(=O)CN(C)S(=O)(=O)c2ccc3c(c2)C(C)(C)C(=O)N3C)CC1 | -17 | -4% | 0% | -6% | 5 | 2% | -7% | -11% | -0.1% |
| 15 | Cc1ccc2ccc(C(Nc3cccc(C(F)(F)F)c3)c3cccnc3)c(O)c2n1 (centres undefined) | 5 | 3% | 1% | -8% | 0 | -4%[57.1 µM] | -1% | ? | 0.1% |
| 16 | CCCn1ncc(CN2CCN(Cc3ccc(C)o3)C(CCO)C2)c1C (centres undefined) | -7 | 0% | 2% | -3% | 4 | 4% | 3% | -10% | 0.0% |
| 17 | O=C(CN1C(=O)NC2(CCCC2)C1=O)NCc1cccc(Cl)c1 | -2 | -4% | 0% | -2% | 4 | 5%[57.1 µM] | -10% | -8% | / |
| 18 | O=S(=O)(Nc1cccc(-c2cn3cccnc3n2)c1)c1ccc(-c2ccccc2)cc1 | -5 | -7% | -5% | -4% | -7 | 47%[activator][57.1 µM] | -4% | -4% | -1.0% |
| 19 | O=C(Nc1ccc(OC(F)(F)F)cc1)Oc1ccccc1N1CCOCC1 | 3 | -2% | 0% | -1% | 1 | 1% | -5% | -19% | 1.2% |
| 20 | Cn1ccc2c(N3c4ccccc4CCc4ccccc43)cc3c(c21)C1CCC3C1 (centres undefined) | 10 | / | 1% | ? | 4 | / | / | / | / |
| 21 | CN(C)CC1(C)Cc2ccsc2C1O (centres undefined) | -5 | -4% | -3% | -7% | 0 | 3% | 3% | -17% | / |
| 22 | Cc1ccccc1C(=O)N1CCN(c2ccc([N+](=O)[O-])c(NCc3cccnc3)c2)CC1 | -5 | -4% | -1% | -6% | 1 | -17% | -6% | -19% | 1.6% |
| 23 | Cc1cc(C)n2nc(CNS(=O)(=O)c3c(F)c(F)c(F)c(F)c3F)nc2n1 | -3 | -3% | 2% | -2% | 3 | -1% | 4% | -5% | 3.0% |
| 24 | COC(=O)c1ccccc1NC(=O)Nc1cccs1 | -10 | 5% | 3% | -1% | 1 | -1% | 3% | 10% | -3.3% |
| 25 | Cc1ccc(CNC(=O)C2CCN(S(=O)(=O)c3c(C)noc3/C=C/c3ccco3)CC2)cc1 | -1 | -4% | -3% | -2% | -15 | 2%[57.1 µM] | -6% | -23% | 0.4% |
| 26 | COc1ccccc1/C=N\Nc1cn[nH]c(=O)c1Cl | -4 | -4% | -15% | 5% | 0 | 3%[57.1 µM] | 5% | 5% | -0.2% |
| 27 | COc1ccc(NC(=O)NCCCN2CCCC2=O)c(OC)c1 | 0 | 3% | 0% | -2% | -5 | 7% | -9% | -15% | 1.2% |
| 28 | COc1ccc(CNS(=O)(=O)NCc2ccc(C)cc2)cc1OC | 1 | -7% | -1% | -1% | 0 | 6% | -6% | -22% | -0.9% |
| 29 | CCCCNC(=O)N1CCN(c2ccnc3cc(Cl)ccc23)CC1 | -10 | 3% | 0% | -4% | 2 | 8%[57.1 µM] | -47% | -21% | 1.0% |
| 30 | CCc1cccc(C)c1NC(=O)c1cc2ccccc2o1 | -5 | 13% | 2% | -7% | 0 | 4% | -1% | -10% | 0.8% |
| 31 | CN1CCN(c2ccc(NC(=O)c3cc(Cl)c4c(c3)OCCO4)cc2)CC1 | -2 | -3% | 3% | 3% | -2 | -9%[57.1 µM] | -18% | -7% | -1.9% |
| 32 | CCC1CCCCN1CCCNC(=O)CSc1nc2nc(C)c(Cc3ccc(C)cc3)c(C)n2n1 (centres undefined) | -7 | -4% | -1% | -5% | 4 | 2% | -5% | -2% | 4.2% |
| 33 | COc1ccc(NC(=O)NNC(=O)c2cc3occc3n2C)c(OC)c1 | -4 | -3% | -4% | -2% | -4 | -6% | 4% | -27% | 0.4% |
| 34 | CCOC(=O)c1cc(-c2ccccc2)n(CCCC(=O)Nc2ccc(C)cc2C)c1C | -2 | -15% | 6% | -5% | 1 | -2%[57.1 µM] | -4% | 2% | 0.5% |
| 35 | CCOCCc1nn2c(=O)cc(COC(=O)c3ccccc3Br)nc2s1 | -4 | -7% | -1% | 1% | 0 | -4%[57.1 µM] | -1% | 4% | -2.2% |
| 36 | Cc1cccc(C)c1NC(=O)C(c1ccccc1OC(F)(F)F)N1CCN(C/C=C/c2ccccc2)CC1 (centres undefined) | -2 | / | -2% | -4% | -3 | / | / | / | / |
| 37 | O=C(O)CC(NC(=S)NCc1ccccc1)C(=O)O (centres undefined) | 1 | 6% | 1% | -6% | 5 | -12% | 4% | -13% | 0.6% |
| 38 | COC(=O)c1c(NC(=O)c2nc3ccccc3s2)sc2c1CCN(C(C)=O)C2 | -1 | 1% | -5% | -2% | -2 | -5% | -5% | -16% | 7.8% |
| 39 | CCNc1nc(NCC)nc(NS(=O)(=O)c2ccc(N)cc2)n1 | -3 | 6% | -4% | -4% | 1 | 5%[57.1 µM] | -3% | -16% | -2.1% |
| 40 | Cc1cccc(OCCCC(=O)NNC(=O)c2ccccn2)c1 | 3 | -2% | 0% | -1% | -13 | 6% | 8% | -16% | 1.4% |

Filtered by structure: those above containing an aryl methoxy group.
| # | Structure | LDHA inh | IDH1 R132H inh | Vif-A3G inh | GRP78 ERSR act | PI4K2A inh | TrxR1 substrate | Vif-A3F inh | USP1 inh | RXFP1 ag |
| --- | --- | --- | --- | --- | --- | --- | --- | --- | --- | --- |
| 1 | COc1cccc(NC(=O)CN(C)C(=O)c2c(C)nn(CC(C)C)c2Cl)c1 | 0 | 7% | -8% | -1% | 4 | 0% | 6% | -26% | 2.3% |
| 8 | COc1ccc(NS(=O)(=O)c2cc(NC(=O)[C@@H](NC(=O)c3ccccc3)C(C)C)ccc2C)cc1 | 1 | -17% | ? | -1% | -4 | -5% | 3% | -18% | 2.5% |
| 26 | COc1ccccc1/C=N\Nc1cn[nH]c(=O)c1Cl | -4 | -4% | -15% | 5% | 0 | 3%[57.1 µM] | 5% | 5% | -0.2% |
| 27 | COc1ccc(NC(=O)NCCCN2CCCC2=O)c(OC)c1 | 0 | 3% | 0% | -2% | -5 | 7% | -9% | -15% | 1.2% |
| 28 | COc1ccc(CNS(=O)(=O)NCc2ccc(C)cc2)cc1OC | 1 | -7% | -1% | -1% | 0 | 6% | -6% | -22% | -0.9% |
| 33 | COc1ccc(NC(=O)NNC(=O)c2cc3occc3n2C)c(OC)c1 | -4 | -3% | -4% | -2% | -4 | -6% | 4% | -27% | 0.4% |

Screening results from PubChem.
